COUP-TFII inh = NR2F2 (human) inhibition, primary screen. HEK293T NGFI-A luciferase reporter, luminescence. inhibition, % at 8.6 µM. hit rate 0.7% among 370,000. AID 686940;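 active means inhibition above a per-plate cutoff, mean inhibition of test wells between control levels plus 3 SD, cut at about 38% in these data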;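 further: cells cotransfected with COUP-TFII expression vector driving the NGFI-A reporter; 0% = median of COUP-TF2 test wells and 100% = reporter-only cells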
Target sequence (P24468 whole entry, looked up): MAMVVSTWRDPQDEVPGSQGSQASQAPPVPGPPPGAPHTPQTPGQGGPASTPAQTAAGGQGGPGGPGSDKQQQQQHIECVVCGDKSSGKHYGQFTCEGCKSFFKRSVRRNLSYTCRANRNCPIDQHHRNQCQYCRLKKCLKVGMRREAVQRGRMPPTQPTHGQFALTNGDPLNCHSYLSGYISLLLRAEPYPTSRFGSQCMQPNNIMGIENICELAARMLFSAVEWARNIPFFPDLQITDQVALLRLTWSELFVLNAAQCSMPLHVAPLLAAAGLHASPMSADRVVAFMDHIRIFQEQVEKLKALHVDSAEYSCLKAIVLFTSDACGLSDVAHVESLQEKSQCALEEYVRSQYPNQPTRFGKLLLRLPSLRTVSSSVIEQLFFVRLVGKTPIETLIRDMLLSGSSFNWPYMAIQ
NR5A2 inv ag = NR5A2 inverse agonism in reporter assay | hit rate 0.13% among 360,000 | O00482 | inhibition, % at 3.6 µM | HEK293T StAR-luciferase reporter, LRH-1 transfected, 24 h;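 active means inhibition above the mean inhibition of all tested compounds plus 3 SD, cut at about 73% in these data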;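 further: 0% = DMSO wells and 100% = reporter-only cells lacking LRH-1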
Target sequence (O00482 whole entry, looked up): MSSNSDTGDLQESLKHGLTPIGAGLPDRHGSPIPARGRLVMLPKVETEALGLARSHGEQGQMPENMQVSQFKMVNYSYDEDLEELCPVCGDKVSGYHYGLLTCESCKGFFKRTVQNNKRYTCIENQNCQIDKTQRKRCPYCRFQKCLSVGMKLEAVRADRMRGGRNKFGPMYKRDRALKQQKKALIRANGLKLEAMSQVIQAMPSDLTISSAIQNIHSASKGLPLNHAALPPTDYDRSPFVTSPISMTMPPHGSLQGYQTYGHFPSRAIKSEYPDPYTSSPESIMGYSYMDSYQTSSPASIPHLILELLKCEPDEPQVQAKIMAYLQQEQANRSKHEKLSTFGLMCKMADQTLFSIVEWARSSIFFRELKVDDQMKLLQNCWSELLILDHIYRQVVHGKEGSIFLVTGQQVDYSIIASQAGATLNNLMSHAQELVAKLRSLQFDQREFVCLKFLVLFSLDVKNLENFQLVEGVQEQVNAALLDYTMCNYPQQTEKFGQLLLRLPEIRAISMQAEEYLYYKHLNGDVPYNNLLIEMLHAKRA
Shn3 3UTR inh = inhibitors of Schnurri-3 3'UTR reporter in osteoblasts. Clone20 osteoblast Shn3 3'UTR firefly luciferase, 24 h. inhibition, % at 12.5 µM. hit rate 0.52% among 360,000. AID 588674;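 active means mean inhibition of at least 75% with every replicate also reaching 75%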;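 further: 0% = median of neutral control wells and 100% = pilot-screen positive control compound; some compounds past the cut are filed as inactive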
EBV LMP1 NFkB = Epstein-Barr LMP1 NF-kappaB reporter inhibition | LMP1-induced NF-kappaB luciferase reporter cells, luminescence | inhibition, % at 12.5 µM | hit rate 0.69% among 350,000 | AID 504558; in the data active means inhibition above about 41%;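 further: 0% = neutral control wells and 100% = reference inhibitor control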
CF NFkB block = blocks PAF-induced NF-kB reporter in cystic fibrosis cells. hit rate 0.86% among 360,000. AID 588850. KKLEB NF-kB-GFP reporter, GFP fluorescence overnight. inhibition, % at 5 µM;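 active means at least 50% inhibition at 5 µM, scaled per plate between neutral and stimulator controls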;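 further: PAF is a Pseudomonas aeruginosa culture filtrate used as stimulus; plate controls were PAF-stimulated DMSO wells for no effect and unstimulated DMSO wells for full effect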
KKLEB cytotox = reduces viability of KKLEB cystic fibrosis airway cells. hit rate 0.36% among 360,000. activity change (cytotoxicity), % at 5 µM. KKLEB CF airway cells viability, ATPlite luminescence, overnight; active compounds read low; cells stimulated with P. aeruginosa culture filtrate;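 active means corrected activity change at or below -50% at 5 µM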
SRC1 inh = inhibitors of human steroid receptor coactivator 1 (SRC1). Q15788. HEK293 GAL4-SRC1 luciferase reporter, luminescence. inhibition, % at 3.6 µM. hit rate 0.12% among 360,000. AID 588354;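 active means inhibition above the campaign mean plus 3 SD, with each screening campaign given its own cutoff, cut at about 60% in these data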;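 further: 0% = DMSO treated cells and 100% = gossypol at 36 µM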
SRC3 inh = inhibitors of human steroid receptor coactivator 3 (SRC3); HEK293 GAL4-SRC3 luciferase reporter, luminescence; inhibition, % at 3.6 µM; hit rate 0.17% among 360,000; Q9Y6Q9;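 active means inhibition above a per-campaign cutoff, the mean of all compounds plus 3 SD, cut at about 60% in these data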;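 further: 0% = DMSO-treated cells and 100% = gossypol-treated cells at 36 µM; higher means less SRC3-driven luciferase light from the GAL4 reporter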
TROY NFkB inh = TROY signaling inhibition | Q293 LMP1-TROYcd NF-kB luciferase reporter, 4 h | inhibition, % at 10 µM | hit rate 0.98% among 360,000 | AID 1347056;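 active means compounds whose plate-normalised and pattern-corrected inhibition of the luciferase reporter signal at the single screening dose is 50% or more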
TRAIL sens C8 = sensitizes caspase-8 expressing cells to TRAIL; inhibition (viability loss, TRAIL sensitization), % at 10 µM; hit rate 1% among 360,000; NB7+C8 cells + TRAIL, ATPlite viability luminescence; AID 624354;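 active means compounds causing at least 50% loss of cell viability in the single-dose screen, relative to plate controls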
TWEAK-Fn14 inh = blocks TWEAK-Fn14 interaction in a reporter cell assay | AID 1159606 | TWEAK-stimulated Fn14 reporter cells, luciferase luminescence, 8 h | hit rate 2% among 360,000 | inhibition, % at 10 µM; in the data active means inhibition above about 50%
* marks the source's active call; other numbers are inactive results; . = no result given. These rows are one share of the data (hit frequency here may not be typical).

SMILES	COUP-TFII inh	NR5A2 inv ag	Shn3 3UTR inh	EBV LMP1 NFkB	CF NFkB block	KKLEB cytotox	SRC1 inh	SRC3 inh	TROY NFkB inh	TRAIL sens C8	TWEAK-Fn14 inh
Cc1cc(N=Cc2c(O)n(-c3cccc(Cl)c3)c(=O)c3ccccc23)no1	-11	4	4	9	-57	-3	23	18	-5	6	-7
Cc1cc(C)c(C)c(OCC(=O)N2CCOCC2)c1	-1	12	-1	-9	-8	4	8	4	13	-16	4
COC(=O)C1=C(C(=O)OC)C(c2cc(Cl)ccc2O)c2sc(=O)[nH]c2S1 (stereo unspecified)	.	9	13	4	3	6	20	-7	-8	-4	8
O=[N+]([O-])c1ccccc1NS(=O)(=O)c1ccccc1	-3	19	55	-7	0	-6	-1	2	0	-15	1
O=S(=O)(c1ccc(-c2ccon2)s1)N1CCN(CCN2CCOCC2)CC1	8	1	2	-6	-12	0	-17	10	-4	-19	-5
COc1ccc(Cc2nnc(N/N=C/c3ccc(N(C)C)cc3)[nH]c2=O)cc1OC	-1	-18	4	-1	-32	8	-6	26	2	20	-6
CC1=C(C(=O)N2CCCC(N3CCN(c4cccc(Cl)c4)CC3)C2)OCCO1 (stereo unspecified)	-1	3	2	-4	2	0	-33	-8	-12	-5	0
Cc1ccc(S(=O)(=O)N2CCN(C(=O)c3ccc(S(=O)(=O)N4CCCC4)cc3)CC2)cc1	5	2	6	0	17	2	27	2	5	-10	6
COc1ccc(Nc2ccc([N+](=O)[O-])c3nonc23)c(OC)c1	19	0	-16	2	-15	0	-34	-16	0	8	-9
CSc1ccc(S(=O)(=O)NC2CCCCC2)cc1	9	-3	6	-15	-1	-14	12	1	8	-6	4
CC1(C)CN2C(=O)c3ccccc3C2(C)S1 (stereo unspecified)	19	15	11	4	11	-6	3	-9	9	3	-16
CC1(C)CC(=NNC(=O)c2n[nH]c3c2CCC3)CC(C)(C)N1	-14	16	-5	-5	-17	6	-9	2	-43	0	16
CCOC(=O)CSc1n[nH]c(NC(=O)CC)n1	7	1	-9	-1	-32	13	-16	15	0	-11	-8
O=C(COc1ncnc2c(Cl)cc(Cl)cc12)NC1CCCCCC1	2	-1	-1	-8	1	-5	-8	-4	1	-18	-29
N/C(=N\OC(=O)COc1ccc(Cl)cc1Cl)c1ccncc1	-44	-97	-52	-30	6	1	-121	-97	-11	11	-20

A portion from further up:
SMILES	COUP-TFII inh	NR5A2 inv ag	Shn3 3UTR inh	EBV LMP1 NFkB	CF NFkB block	KKLEB cytotox	SRC1 inh	SRC3 inh	TROY NFkB inh	TRAIL sens C8	TWEAK-Fn14 inh
Cc1cc(N=Cc2c(O)n(-c3cccc(Cl)c3)c(=O)c3ccccc23)no1	-11	4	4	9	-57	-3	23	18	-5	6	-7
Cc1cc(C)c(C)c(OCC(=O)N2CCOCC2)c1	-1	12	-1	-9	-8	4	8	4	13	-16	4
COC(=O)C1=C(C(=O)OC)C(c2cc(Cl)ccc2O)c2sc(=O)[nH]c2S1 (stereo unspecified)	.	9	13	4	3	6	20	-7	-8	-4	8
O=[N+]([O-])c1ccccc1NS(=O)(=O)c1ccccc1	-3	19	55	-7	0	-6	-1	2	0	-15	1
O=S(=O)(c1ccc(-c2ccon2)s1)N1CCN(CCN2CCOCC2)CC1	8	1	2	-6	-12	0	-17	10	-4	-19	-5
COc1ccc(Cc2nnc(N/N=C/c3ccc(N(C)C)cc3)[nH]c2=O)cc1OC	-1	-18	4	-1	-32	8	-6	26	2	20	-6
CC1=C(C(=O)N2CCCC(N3CCN(c4cccc(Cl)c4)CC3)C2)OCCO1 (stereo unspecified)	-1	3	2	-4	2	0	-33	-8	-12	-5	0
Cc1ccc(S(=O)(=O)N2CCN(C(=O)c3ccc(S(=O)(=O)N4CCCC4)cc3)CC2)cc1	5	2	6	0	17	2	27	2	5	-10	6
COc1ccc(Nc2ccc([N+](=O)[O-])c3nonc23)c(OC)c1	19	0	-16	2	-15	0	-34	-16	0	8	-9
CSc1ccc(S(=O)(=O)NC2CCCCC2)cc1	9	-3	6	-15	-1	-14	12	1	8	-6	4
CC1(C)CN2C(=O)c3ccccc3C2(C)S1 (stereo unspecified)	19	15	11	4	11	-6	3	-9	9	3	-16
CC1(C)CC(=NNC(=O)c2n[nH]c3c2CCC3)CC(C)(C)N1	-14	16	-5	-5	-17	6	-9	2	-43	0	16
CCOC(=O)CSc1n[nH]c(NC(=O)CC)n1	7	1	-9	-1	-32	13	-16	15	0	-11	-8
O=C(COc1ncnc2c(Cl)cc(Cl)cc12)NC1CCCCCC1	2	-1	-1	-8	1	-5	-8	-4	1	-18	-29

Next part
SMILES	COUP-TFII inh	NR5A2 inv ag	Shn3 3UTR inh	EBV LMP1 NFkB	CF NFkB block	KKLEB cytotox	SRC1 inh	SRC3 inh	TROY NFkB inh	TRAIL sens C8	TWEAK-Fn14 inh
CN(C(=O)c1ccc(=O)n(Cc2ccc(Cl)cc2)c1)c1ccccc1	17	-6	4	0	10	-6	-21	5	-8	1	5
CC[C@H](C)NC(=O)c1ccc(Cn2c(=S)[nH]c3c([nH]c4ccc(OC)cc43)c2=O)cc1	12	-12	-7	5	2	22	-44	6	-21	-11	-38
COc1ccc2nc(Cl)c(/C=N/Nc3ccccn3)cc2c1	-21	-63	-17	-33	-36	-7	-37	-35	-8	67*	-43
O=S(=O)(c1ccc2c(c1)OCCO2)N1CCN(S(=O)(=O)c2c(F)cc(F)cc2F)CC1	8	-8	18	0	-2	-23	-24	-6	-15	-12	-8
Cc1ccc(OC(=O)c2ccc(Br)o2)cc1	4	-12	10	4	7	-3	4	22	-7	-8	10
O=C(Nc1ccc(NC(=O)c2ccco2)cc1)c1ccco1	1	-87	-86	-8	-1	4	-57	-39	-35	3	-14
CCOc1ccc(/C(CCC(=O)O)=N/NC(=O)c2cccc(S(=O)(=O)Nc3ccccc3OC)c2)cc1	4	-21	6	0	-24	-6	0	-10	-3	3	-7
Cc1nn(CC(=O)N(C)C)c(C)c1S(=O)(=O)N1CCOCC1	-13	-12	3	4	10	-1	9	8	-3	-13	-1
CC(=O)N1c2ccc(S(=O)(=O)NCCc3ccc(S(N)(=O)=O)cc3)cc2CC1C (stereo unspecified)	1	-3	-2	-2	-3	5	16	10	5	-3	6
O=C(N/N=C/C=C/c1ccccc1[N+](=O)[O-])c1cc(-c2ccccc2)n[nH]1	5	5	-2	13	-29	14	-16	3	4	11	12
CCOc1ccccc1N(CC(=O)NC1CCCC1)C(=O)CCCC(=O)Nc1ccccn1	0	6	2	-3	1	-6	-26	10	10	-10	19
CC1CC(C)CN(S(=O)(=O)N2CCCC(C(=O)NC(C)c3ccccc3)C2)C1 (stereo unspecified)	-14	1	-3	-6	-3	14	16	10	5	-9	5
Cc1nc2c(ncn2-c2ccccc2)c(=O)n1NC(=O)CN1CCN(C)CC1	10	2	7	-3	-2	-12	-13	25	5	-17	-18
COC(=O)C(C(=O)Nc1nc2ccccc2s1)C1CCCC1 (stereo unspecified)	-5	-3	1	0	-7	7	-165	19	-7	-3	10
CN1C(=S)SC(C)(C)C1/[N+]([O-])=C/c1cccnc1 (stereo unspecified)	-9	5	-7	-5	-8	1	4	20	10	-2	10

For convenience, two of the compounds above:
SMILES	COUP-TFII inh	NR5A2 inv ag	Shn3 3UTR inh	EBV LMP1 NFkB	CF NFkB block	KKLEB cytotox	SRC1 inh	SRC3 inh	TROY NFkB inh	TRAIL sens C8	TWEAK-Fn14 inh
COC(=O)C(C(=O)Nc1nc2ccccc2s1)C1CCCC1 (stereo unspecified)	-5	-3	1	0	-7	7	-165	19	-7	-3	10
CN1C(=S)SC(C)(C)C1/[N+]([O-])=C/c1cccnc1 (stereo unspecified)	-9	5	-7	-5	-8	1	4	20	10	-2	10

Further results.
SMILES	COUP-TFII inh	NR5A2 inv ag	Shn3 3UTR inh	EBV LMP1 NFkB	CF NFkB block	KKLEB cytotox	SRC1 inh	SRC3 inh	TROY NFkB inh	TRAIL sens C8	TWEAK-Fn14 inh
CC(C)c1ccc(C2C(C(=O)c3ccco3)=C(O)C(=O)N2CC2CCCO2)cc1 (stereo unspecified)	11	9	-19	-4	-6	10	4	15	13	6	23
CN1CCCCCC1C(=O)N1CCC(N2CCC(C(=O)N3CCOCC3)CC2)CC1 (stereo unspecified)	1	-8	-8	2	8	-14	-18	15	-29	9	5
Cc1nnc(SCC(=O)NC(=O)NCCC(C)C)s1	-21	-7	-9	-8	2	-1	0	6	-1	-5	8
CCCCn1c(N)c(N(CC(C)C)C(=O)c2ccc(Br)o2)c(=O)[nH]c1=O	6	-3	-6	-2	-29	8	-1	13	13	-14	5
CCC[C@H]1CC(=O)C=C(c2ccc(OC)cc2)ON1C(=O)OC(C)(C)C	9	13	7	-2	20	-16	-16	-3	-14	-3	2
CC(C)C[C@H]1CN(CCCC[C@H]2CNC(=O)C(=O)N2CC2CCCCC2)C(=O)C(=O)N1CCc1ccc(O)cc1	-8	18	.	.	.	.	.	.	8	11	-8
Cc1cccc(N2N=C(C(=O)O)CCC2=O)c1	9	21	-8	1	19	6	-25	-3	-3	-4	12
CN1CCn2cnc(C(=O)Nc3ccc(CNC(=O)OC(C)(C)C)cc3)c2C1=O	-8	11	-22	3	-15	4	-1	9	-15	19	-20
O=C(NC(=S)NC1CCSC1=O)c1ccccc1Cl (stereo unspecified)	-7	4	-7	1	3	1	3	8	-19	-25	-7
CCN(CC)CCNC(=O)COc1ccc(Cl)cc1Cl	12	-8	10	-6	-8	6	6	3	11	-7	-1
CN(C)CCCN1C(=O)c2cccc3c([N+](=O)[O-])ccc(c23)C1=O	-8	-8	11	14	0	4	26	34	-58	20	8
CCOC(=O)C1Nc2c(cc(C(F)(F)F)cc2[N+](=O)[O-])C2c3ccccc3CC12 (stereo unspecified)	-4	2	13	-5	16	3	0	-17	7	9	14
CCc1cccc2c1Sc1ccccc1CC2N1CCNCC1 (stereo unspecified)	21	-6	27	-9	15	-7	14	24	-40	-2	-16
CC(=O)Nc1ccc(-c2ccnc3c2CC(C)(C(=O)NCc2ccc(N(C)C)cc2)O3)cc1 (stereo unspecified)	7	12	8	.	-41	3	7	-6	11	-12	13
CCC1N=C(SC)NC(C)=C1C(=O)c1ccccc1 (stereo unspecified)	-3	14	4	-9	-11	10	-10	-4	2	-4	-11
CCOC(=O)c1c(NC(=O)CSc2ncccn2)sc2c1CC(C)(C)NC2(C)C	13	4	-2	-16	-5	-9	1	14	-12	5	-14
CCCC(=O)N(Cc1cc(=O)[nH]c2ccccc12)c1ccccc1	9	4	15	-5	-3	12	2	10	-12	-7	16
Cc1cccc(NC(=O)c2ccc3c(c2)C(=O)N(c2ccccn2)C3=O)c1C	-4	8	1	9	7	-4	-16	-5	13	2	21
COc1ccc(NC(=O)C(=O)c2cn(CC(=O)N3CCCC3)c3ccccc23)cc1OC	-6	13	0	10	16	-16	16	3	-2	19	3
Cc1ccc(Cl)cc1NC(=O)CCC(=O)O	10	0	0	-3	8	-5	-11	15	-3	13	-2
